# Screening results deposited in PubChem by Sanford-Burnham Center for Chemical Genomics.
# KOR beta-arrestin-1: kappa opioid receptor activators – cell-based, luminescence, uHTS, primary screen (AID 1777); KOR beta-arrestin recruitment, luminescence; higher % means a stronger effect; one-dose activation, % at 10 µM; EC50 in µM for titrated hits; 280,000 compounds, 0.02% hits; in the data active means activation above about 50%, passing the limit was not always enough; further: a part of the inactive calls stands beside numbers as strong as those of hits
# NOD1 inhibition: inhibition of NOD1-driven NF-kB reporter – cell-based, luminescence, uHTS, primary screen (AID 1578); NOD1-driven NF-kB luciferase reporter cells, luminescence; higher % means a stronger effect; one-dose inhibition, % at 4 µM; EC50 in µM for titrated hits; 290,000 compounds, 1% hits; in the data active means inhibition mostly above about 36%, no sharp cut-off; inactive means mostly below about 34%;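 further: HEK-293T reporter cells stimulated with the NOD1 agonist gamma-tri-DAP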
# GPR55 antagonists: inhibition of LPI-stimulated GPR55 beta-arrestin translocation – imaging, U2OS, beta-arrestin-GFP, LPI agonist, primary screen (AID 2013); inhibition, % at 10 µM, or IC50 in µM where a hit was titrated; U2OS GPR55 beta-arrestin-GFP translocation imaging, LPI antagonism; higher % means a stronger effect; 290,000 compounds, 0.13% hits;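 active means spots per cell inhibited over 60%, with over 100 cells counted and total cytoplasm intensity under 500,000; inconclusive means wells with under 100 cells, flagged as likely toxic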;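 further: U2OS cells stably carrying GPR55 and arrestin-GFP stimulated by 5 µM LPI near EC80; imaged beta-arrestin-GFP aggregate spots per cell after agonist stimulation; plate controls were LPI-stimulated DMSO wells for no effect and DMSO wells without LPI for full effect; some results filed as inactive read as strong as hits; confirmed hits need IC50 under 10 µM and bright autofluorescent wells are also inconclusive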
# SIAH1 antagonists: blockers of Siah-1 interaction with plectin peptide – biochemical, fluorescence polarization, rhodamine-plectin, uHTS, primary screen (AID 1817) | Siah-1 / rhodamine-plectin peptide fluorescence polarization; higher % means a stronger effect | one-dose displacement, % at 20 µM; IC50 in µM for titrated hits | 290,000 compounds, 0.02% hits;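 active means displacement of at least 50% at 20 µM, with a fluorescence ratio check between 0.3 and a set limit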;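 further: plate controls were Siah plus tracer with DMSO for no effect and tracer alone without Siah for full effect; strong numbers were not always called active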
# GPR35 arrestin U2OS: GPR35 antagonists blocking zaprinast-driven arrestin recruitment, primary screen, imaging, U2OS, beta-arrestin-GFP, zaprinast agonist (AID 2058) | U2OS GPR35 beta-arrestin-GFP translocation imaging, zaprinast antagonism; higher % means a stronger effect | inhibition, % at 10 µM, or IC50 in µM where a hit was titrated | 290,000 compounds, 0.052% hits;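 active means inhibition of at least 50% with at least 30 cells and total cytoplasm GFP at most 10,000,000; inconclusive means under 30 cells or total GFP of 10,000,000 plus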
# KOR beta-arrestin-2: kappa opioid receptor blockers – cell-based, luminescence, uHTS (AID 1778); one-dose inhibition, % at 10 µM; IC50 in µM for titrated hits; KOR beta-arrestin recruitment, luminescence, antagonist mode; higher % means a stronger effect; 290,000 compounds, 0.091% hits; in the data active means inhibition above about 50%; further: strong numbers were not always called active
# HIV fusion peptide: cell-free HIV fusion peptide-binding blockers – biochemical, uHTS, fluorescence dequenching, primary screen (AID 1986) | 290,000 compounds, 0.3% hits | cell-free peptide binding, fluorescence dequenching, 30 min; higher % means a stronger effect | inhibition, % at 20 µM; hits with a dose series show IC50 in µM; in the data active means inhibition mostly above about 52%, no sharp cut-off; inactive means mostly below about 76%; further: some results filed as inactive read as strong as hits
# AID2073: disruptors of CaV2.2 binding to Mint1 – biochemical, HTRF (AID 2073); HTRF protein-protein interaction, Mint1-CaV2.2; higher % means a stronger effect; inhibition, % at 20 µM, or IC50 in µM where a hit was titrated; 290,000 compounds, 0.19% hits; in the data active means inhibition mostly above about 51%, no sharp cut-off; inconclusive means no clear call, values can overlap the other calls; inactive means mostly below about 53%; further: some results filed as inactive read as strong as hits
# GPR55 activation: selective activators of receptor GPR55 – imaging, U2OS cells, beta-arrestin-GFP redistribution, primary screen (AID 1961); U2OS GPR55 beta-arrestin-GFP redistribution imaging; higher % means a stronger effect; one-dose activation, % at 10 µM; EC50 in µM for titrated hits; 290,000 compounds, 0.048% hits;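 active means activation above 40% with more than 50 cells counted in the well; inconclusive means wells holding fewer than 50 cells, flagged as toxic or sparse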;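 further: U2OS osteosarcoma cells stably expressing GPR55 and beta-arrestin-GFP; plate controls were DMSO negative control for no effect and LPI positive control for full effect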
# An asterisk follows results filed as active; ? = inconclusive; · = not tested or not shown; & = joins results of further samples; [ ] = dose if it differs, or a comment. The list is partial, so the mix of outcomes need not match the whole.
SMILES,KOR beta-arrestin-1,NOD1 inhibition,GPR55 antagonists,SIAH1 antagonists,GPR35 arrestin U2OS,KOR beta-arrestin-2,HIV fusion peptide,AID2073,GPR55 activation
O=C(CCS(=O)(=O)c1ccccc1Cl)Nc1ccc(S(=O)(=O)Nc2ncccn2)cc1,1.1%,-7%,-2%,3%,9%,5%,-1.8%,11%,-0.2%
CCCCOc1ccc(C(=O)NCC(=O)NC(C)CCc2ccccc2)cc1 (configuration not stated),2.1%,-40%,-4%,-2%,-8%,-3%,0.1%,?,0.0%
O=C1OC(Cc2ccccn2)C(O)=C1C1=NCCCN1 (configuration not stated),-2.0%,-31%,8%,3%,-9%,21%,1.8%,4%,-0.3%
Cc1ccccc1Cn1c(=O)[nH]c2ccccc21,0.7%,2%,-9%,4%,-8%,17%,-0.2%,-4%,0.2%
COc1ccccc1Nc1cc(N2CCOCC2)c2nonc2c1[N+](=O)[O-],-2.8%,-49%,7%,0%,-7%,-37%,2.8%,3%,-0.1%
CCn1ncc(Cl)c1C(=O)Nc1cc(Cl)ccc1Cl,4.2%,-16%,-5%,1%,-5%,-27%,1.2%,6%,-0.1%
O=C(NC1=NCCS1)c1cc(-c2cccc(Br)c2)nc2ccccc12,-2.1%,-11%,16%,-4%,-2%,11%,-2.0%,2%,-0.3%
COc1ccc(Oc2cc(NN3CCCCC3)c([N+](=O)[O-])cc2[N+](=O)[O-])cc1OC,-0.3%,1%,-3%,2%,-7%,-28%[20 µM],-1.2%,8%,-0.1%
CCCC(=O)Nc1ccc(-c2nc3ncccc3o2)cc1,-3.4%,-67%,7%,5%,4%,-41%[20 µM],-1.3%,8%,0.3%
CCCN1C2CCCC1CC(NC(=O)c1cc(OC)cc(OC)c1)C2 (configuration not stated),3.6%,-33%,5%,6%,-7%,-51%[20 µM],1.3%,-2%,0.1%
O=c1c(C/C=C/c2ccccc2)c(O)ccn1Cc1ccc(Cl)cc1Cl,-3.8%,-7%,-7%,17%,-17%,-22%,4.8%,-5%,-0.1%
O=S(=O)(c1ccc2nc(-c3ccccc3)[nH]c2c1)N1CCN(c2cccc(Cl)c2)CC1,4.3%,-28%,17%,15%,-3%,19%,3.2%,24%,-0.1%
NC(=O)NC(=O)CN1c2cccc3cccc(c23)S1(=O)=O,1.6%,-8%,5%,1%,-13%,-9%,0.5%,-3%,-0.2%
CCc1nc(SCC(=O)Nc2c(C)nn(C)c2C)c2cnn(-c3ccccc3)c2n1,5.5%,5%,14%,0%,10%,-45%,1.2%,0%,0.2%
CC(C)CNC(=O)NC(=O)COC(=O)c1cc(F)cc(F)c1,1.3%,-32%,6%,6%,5%,-5%,0.8%,-3%,-0.2%
C=CCn1cc(C(=O)NCc2ccc(Cl)cc2)c(=O)c2cc(S(=O)(=O)N(CC)CC)ccc21,1.1%,-12%,10%,8%,-11%,54%,0.7%,4%,3.4%
Cc1cccc(N=C2NC(=O)/C(=C/c3cccnc3)S2)c1,-2.9%,-6%,7%,11%,-16%,10%,-0.6%,5%,-0.1%
O=C(N/N=C/c1cccnc1)c1cccc(N2CCCC2=O)c1,5.0%,-16%,15%,2%,4%,3%,-1.8%,0%,0.3%
CCS(=O)(=O)N1Cc2ccccc2CC1C(=O)Nc1nc2ccccc2[nH]1 (configuration not stated),·,-23%,3%,2%,-1%,8%,0.3%,-2%,-0.6%
O=C(CCCn1c(=O)c2sccc2n(Cc2ccc(F)cc2)c1=O)NCc1ccco1,-0.3%,8%,4%,-1%,-11%,-20%,-1.1%,-1%,0.2%
CCOc1ccccc1-c1cc(C(=O)Nc2ccc(C(=O)O)cc2)c2ccccc2n1,-3.7%,-1%,-8%,-3%,15%,-6%,10%,17%,0.0%
O=C(/C=C/c1ccc(S(=O)(=O)N2CCOCC2)cc1)N(CCO)Cc1ccccc1,-4.0%,-7%,3%,0%,-5%,-23%,-1.9%,14%,-0.6%
CS(=O)(=O)N1CCN(C(=O)NC23CC4CC(CC(C4)C2)C3)CC1,4.2%,-23%,5%,-1%,-7%,-12%,1.0%,5%,0.2%
O=C(Nc1nc2c(s1)CCCC2)c1ccc(S(=O)(=O)N2CCCc3ccccc32)cc1,10%,40%,-8%,6%,4%,4%,-0.8%,6%,-0.3%
CCOc1ccccc1Cn1c(=O)oc2ccc(C)cc21,8.1%,-14%,-4%,9%,10%,10%,0.7%,11%,-0.3%
COc1ccc(CCN2C(=NC(=O)C(C)C)SC3CS(=O)(=O)CC32)cc1 (configuration not stated),-0.4%,-7%,-3%,-4%,-11%,-5%,-1.4%,-11%,0.5%
O=c1c2ccccc2c(-c2ccccc2)nn1-c1cc(Cl)cc(Cl)c1,-3.5%,-6%,-7%,3%,-9%,21%,0.7%,19%,-0.2%
COc1cc(OC)c2c(c1)C(=O)c1cc(OC)cc(OC)c1C2=O,3.4%,-45%,22%,-2%,-2%,-18%,-2.4%,-12%,-0.1%
CCC(C(=O)O)n1cnc2scc(-c3ccc(C)c(C)c3)c2c1=O (configuration not stated),2.2%,-19%,8%,4%,-2%,16%,3.7%,2%,-0.1%
Cc1cc(N/N=C/c2ccc(O)cc2)c2cccc(C)c2n1,-1.7%,16%,2%,-6%,-10%,-19%,-1.7%,4%,-0.1%
CCc1ccc(-n2c(SCC(=O)Nc3cccc(S(=O)(=O)NC4=NCCCCC4)c3)nc3ccccc3c2=O)cc1,14%,-24%,20%,5%,-3%,-18%,-0.3%,15%,-0.2%
Oc1c(C=C2N=c3ccccc3=N2)sc(=S)n1C1CCCCC1,-1.9%&-1.8%,19%&-10%,2%&-3%,-10%&19%,24%&-2%,8%&22%,1.6%&-2.4%,-20%&-1%,-0.2%&-0.3%
CCS(=O)(=O)N1CCCC(C(=O)NCCCOC)C1 (configuration not stated),-1.2%,-28%,6%,-2%,11%,23%,-2.0%,0%,-0.3%
O=C(NCc1ccco1)c1cc(-c2ccncc2)nc2ccccc12,-2.8%,-2%,3%,-4%,5%,18%,1.7%,-2%,0.0%
Cc1cc(Nc2cccc(Cl)n2)n(-c2ccccc2)n1,-4.0%,-15%,5%,0%,22%,-3%,-0.1%,4%,0.4%
CCN(c1ccccc1)S(=O)(=O)c1ccc(NC(=O)c2nc(S(C)(=O)=O)ncc2Cl)cc1,-6.0%,·,8%,-3%,32%,38%,-1.2%,-50%,1.8%
Cc1cccc(/C=N\Nc2nnc(-c3ccccc3)c(=O)[nH]2)c1,-1.4%,-38%,9%,0%,·,-35%,-1.5%,8%,-0.3%
COc1ccc(N/C=C2\CCc3ccccc3C2=O)cc1,-0.5%,-21%,-13%,0%,11%,-12%,5.1%,-55%,-0.2%
COc1ccc(-c2c(C#N)c(N)nc3sc(C(=O)c4ccc(C)cc4)c(N)c23)cc1,-2.2%,-13%,14%,9%,-9%,-19%,-0.9%,1%,0.0%
COc1cc(N=c2c([N+](=O)[O-])nn(-c3ccc4c(c3)OCCO4)n2O)cc(OC)c1,0.3%,-16%,2%,0%,0%,4%,1.3%,3%,-0.3%
CC1CCCN(CCCCOc2cccc(Br)c2)C1 (configuration not stated),-2.3%,-15%,19%,-2%,-4%,12%,1.3%,-2%,0.0%
Cc1ccc(Nc2c([N+](=O)[O-])ccc3nonc23)c(C)c1,3.1%,-4%,-6%,1%,0%,-39%,-1.6%,1%,0.3%
NS(=O)(=O)c1cccc(NC(=O)c2cncc(Br)c2)c1,4.7%,-6%,5%,2%,-3%,22%,-0.9%,6%,-0.1%
O=C(CSc1nnc(NC(=O)c2ccco2)s1)Nc1ccccc1Cl,0.3%,3%,0%,1%,-20%,0%,3.4%,8%,0.2%
CC(=O)Nc1ccc(S(=O)(=O)Oc2ccc(/C=N/NC(=O)c3ccc(Cl)cc3)cc2)cc1,-1.5%,-46%,-13%,-4%,11%,20%,-1.9%,1%,-0.1%
O=C(Nc1nc2ccccc2n1CCN1CCOCC1)c1ccc(Cn2cc([N+](=O)[O-])cn2)o1,·,-35%,10%,0%,-3%,·,0.0%,3%,0.0%
COc1ccc(N(CC(=O)NC(C)(C)C)C(=O)c2ccco2)cc1,2.7%,0%,6%,2%,-2%,6%,1.4%,-4%,-0.2%
C=CCn1c(COc2ccccc2)nnc1SCc1ccc(C#N)cc1,0.6%,-16%,20%,-1%,16%,15%,-3.1%,29%,0.2%
Cc1c(-c2ccccc2)nc2ccccc2c1C(=O)Oc1ccc([N+](=O)[O-])cc1,0.9%,-50%,1%,1%,1%,-10%,-1.4%,-2%,0.0%
Cc1nnc(Sc2nc3c(c(=O)n(C)c(=O)n3C)n2Cc2ccc(Cl)cc2)s1,4.7%,19%,21%,2%,17%,-13%,-0.5%,2%,-0.2%

# Next records follow:
SMILES,KOR beta-arrestin-1,NOD1 inhibition,GPR55 antagonists,SIAH1 antagonists,GPR35 arrestin U2OS,KOR beta-arrestin-2,HIV fusion peptide,AID2073,GPR55 activation
Cc1ccc(S(=O)(=O)Cc2ccc(C(=O)NCCc3ccccc3)o2)cc1,1.2%,-5%,13%,3%,5%,9%,-1.2%,-3%,-0.1%
CC(n1cnnn1)C12CC3CC(CC(C3)C1)C2 (configuration not stated),2.6%,·,4%,0%,0%,13%,-0.2%,-1%,0.4%
COc1nc(OC)nc(Oc2ccc([N+](=O)[O-])cc2Cl)n1,-1.1%,-5%,2%,-5%,-2%,31%,2.1%,1%,-0.2%
Cc1ccc(NC(=O)C(=O)NCc2ccc(/C=C(/C#N)C(=O)NCc3cccnc3)o2)cc1,-2.1%,16%,-2%,-4%,14%,-8%,0.5%,-1%,-0.1%
COc1cccc(Nc2nc(-c3ccc(O)cc3)cs2)c1,-1.8%,·,18%,3%,3%,-15%,-4.0%,-8%,0.2%
CSc1ccccc1OCc1cc(C(=O)NCCCc2ccccc2)no1,-1.1%,-28%,-4%,3%,-4%,18%,-0.6%,-5%,-0.1%
COc1ccc2cc(C(c3nnnn3CCc3ccccc3)N3CCC(O)CC3)c(=O)[nH]c2c1 (configuration not stated),4.1%,6%,11%,2%,1%,-9%,4.7%,4%,0.0%
OCCN(Cc1ccccc1)Cc1ccccc1O,-3.6%,-30%,9%,12%,-9%,-7%,0.6%,-1%,-0.4%
O=C(/C=C/c1ccc([N+](=O)[O-])cc1)/C=C/c1ccco1,-3.8%,-47%,19%,52%,-6%,-37%,57%,64%,0.0%
O=C(O)c1ccc(-n2c(-c3ccc(Br)cc3)n[nH]c2=S)cc1,-3.1%,20%,-12%,-4%,21%,-10%,0.1%,-5%,0.0%
